Screening data as filed in PubChem.
MPTP inh: permeability transition pore inhibition; inhibition, % at 10 µM; hit rate 1.4% among 360,000; isolated mouse mitochondria, Ca2+ swelling absorbance, 30 min;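 active = inhibition of 50% or more, scaled per plate between neutral and stimulator controls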;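 note: 0% = DMSO wells given calcium and 100% = 1 mM EGTA wells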
NR3A LBD binder: modulators (binders) of human NR3A ligand-binding domain; NR3A LBD differential scanning fluorimetry, Tm shift; 0% = protein alone, 100% = glycine-bound protein; Tm shift relative to glycine control, % at 25 µM; hit rate 2.5% among 340,000;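 active = melting temperature shift of at least 10% of the positive control shift, at one fixed dose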
The depositor's hits bear a star. Only part of the results is shown; rates above refer to the full screens.

SMILES	MPTP inh	NR3A LBD binder
Cc1ccc(-n2cc(-c3ccccc3)c3c(N4CCOCC4)ncnc32)cc1	0.7	2
COc1ccc(S(=O)(=O)N2CCCCCC2)cc1Br	0.9	-1
Cc1cc(=O)[nH]c(N2CCCCC2)n1	-0.8	1
CC(C)=C1C(=O)NN(c2ccc(C)c(Cl)c2)C1=O	-6.5	-4
CCN1CCC(CN2CCNC2=S)CC1	-0.9	1
COc1cccc(/C=C2/CCC(CN(C)C)C2=O)c1 (stereo unspecified)	-3.1	3
CCCN(CC(=O)Nc1ccccc1OC)CC(=O)c1c(N)n(Cc2ccccc2)c(=O)n(C)c1=O	-0.1	-6
c1ccc(COC2COC3C(OCc4ccccc4)COC23)cc1 (stereo unspecified)	0.4	0
CN(C(=O)CCl)C1CCCc2ccccc21 (stereo unspecified)	0.0	3
O=C(CCC1CCCCC1)Nc1cccc(C(=O)Nc2ccc(C(=O)O)cc2)c1	0.6	-5
Cc1ccccc1OCC(=O)NC(C)c1ccccc1 (stereo unspecified)	-0.5	0
Cc1c(-c2ccccc2)c(-c2ccc(OCCN(C)C)cc2)n2ccccc12	-1.1	-1
O=C1C(=O)N(c2ccccc2)C(c2ccccc2)C1c1ccccc1 (stereo unspecified)	2.9	0
CCCN(CC(=O)Nc1ccccc1C)C(=O)c1ccc(OCC(=O)N2CCOCC2)c(OCC)c1	-0.4	3
Cc1ccc(C)c(Nc2nc3ccccc3[nH]2)c1	31	0
O=C(Cc1ccc(NC(=O)C2CCN(C(=O)C3CCC3)CC2)cc1)Nc1cccc(C(=O)N2CCCCC2)c1	-0.9	1
C[C@H]1CN(S(=O)C(C)(C)C)[C@H](CCO)/C1=C\CCO (stereo partly specified)	2.6	-3
C/C=C(\C)C(=O)OC1[C@H](OC(C)=O)C2(CO)C(CC1(C)C)C1=CCC3C4(C)CCC(O[C@@H]5O[C@H](C(=O)O)[C@@H](O[C@@H]6O[C@H](CO)[C@@H](O)[C@H](O)[C@H]6O)[C@H](O)[C@H]5O[C@H]5O[C@H](CO)[C@@H](O)[C@H](O)[C@H]5O)[C@](C)(CO)C4CCC3(C)[C@]1(C)C[C@H]2O (stereo partly specified)	-2.5	-2
COc1ccc2c(c1)/C(=C/c1cc(OC)c(OC)c(OC)c1)C(=O)N2	0.5	1
O=C1NC(c2cccc3ccccc23)Nc2ccc(Cl)cc21 (stereo unspecified)	1.5	-25
CCOc1cccc(C2C(C(=O)c3ccc(C)o3)=C(O)C(=O)N2c2nnc(C)s2)c1 (stereo unspecified)	-1.2	4
COc1cccc2c1C1COC3C4CC(C(=O)O)C(C(C2)N13)N4C (stereo unspecified)	-1.2	14*
CCN1C[C@@H]2[C@@H]3C(=O)N(Cc4ccccc4)C(=O)[C@@H]3[C@](CC)(C1=O)N2C(=O)c1ccc(Cl)c(Cl)c1	-1.0	0
O=C(Cc1ccc(NC(=O)C2CCCN(C(=O)C3CC3)C2)cc1)Nc1ccc(C(=O)N2CCOCC2)cc1 (stereo unspecified)	0.3	2
COc1ccc(NC(=O)CN(C)C(=O)c2ccc(C)c(S(=O)(=O)N3CCCCC3)c2)cc1	1.8	1

Arranged by formula weight (low to high): part of the list above
SMILES	MPTP inh	NR3A LBD binder
Cc1ccc(C)c(Nc2nc3ccccc3[nH]2)c1	31	0
O=C1NC(c2cccc3ccccc23)Nc2ccc(Cl)cc21 (stereo unspecified)	1.5	-25
COc1ccc(S(=O)(=O)N2CCCCCC2)cc1Br	0.9	-1

Shown as a hit in NR3A LBD binder, of those listed so far:
SMILES	MPTP inh	NR3A LBD binder
COc1cccc2c1C1COC3C4CC(C(=O)O)C(C(C2)N13)N4C (stereo unspecified)	-1.2	14*

6 neighbouring records out of the list so far, for reference:
SMILES	MPTP inh	NR3A LBD binder
Cc1ccc(-n2cc(-c3ccccc3)c3c(N4CCOCC4)ncnc32)cc1	0.7	2
COc1ccc(S(=O)(=O)N2CCCCCC2)cc1Br	0.9	-1
Cc1cc(=O)[nH]c(N2CCCCC2)n1	-0.8	1
CC(C)=C1C(=O)NN(c2ccc(C)c(Cl)c2)C1=O	-6.5	-4
CCN1CCC(CN2CCNC2=S)CC1	-0.9	1
COc1cccc(/C=C2/CCC(CN(C)C)C2=O)c1 (stereo unspecified)	-3.1	3
